# ERG Ets-DNA blk – ERG Ets/DNA interaction inhibition; fluorescence polarization, His-ERG Ets domain / labelled DNA; Potency, µM (doses to about 76.9 µM), for the others: at the top dose FP activity, negative = inhibition, hits mostly inhibitors; 370,000 compounds, 0.028% hits; AID 624246; active = well fitted inhibition curve with a large enough effect in the polarisation, with a control signal flat; inconclusive = small, poorly fitted or top-dose-only effect, or effect the other way, or a change in a side signal; inactive = no such curve, though single readings can be large or run the other way; the % refers to the polarisation;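 note: polarization taken with two DNA probes labelled with fluorescein and Texas red; potency is the fitted concentration of half-maximal effect; % of control where 0% means no effect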
#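 His-tagged ERG Ets domain (1 uM in the protein solution; 300mM KCl, 50mM Tris-HCl, 1mM EDTA, 1mM DTT, pH 7.5) received compound, then a probe mix of 5 nM fluorescein-DNA and 100nM Texas-615-DNA. Fluorescence polarization was read for both dyes.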
# Apoferritin bind – binds horse apoferritin like a general anesthetic; apoferritin/1-aminoanthracene competitive binding, fluorescence; Potency, µM (highest dose often 77.5 µM), without a hit: at the top dose activity change, negative = displacement, most hits filed as inhibitors; 350,000 compounds, 0.074% hits; AID 485281; note: potency is the fitted concentration of half-maximal effect; % is set by controls: 0 for no effect and ±100 for the full control effect; nearly all actives have a fitted effect of over 20% in size
# Target sequence (P02791 2-175 limits assumed): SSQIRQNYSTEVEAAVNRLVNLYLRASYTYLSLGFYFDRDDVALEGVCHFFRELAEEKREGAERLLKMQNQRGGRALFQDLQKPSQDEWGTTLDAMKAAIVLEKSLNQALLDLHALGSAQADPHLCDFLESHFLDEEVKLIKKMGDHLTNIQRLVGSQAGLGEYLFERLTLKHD
#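 Horse-spleen apoferritin (10 uM) was mixed with 50% saturated 1-aminoanthracene in PBS, exposed to compounds for 10 min at room temperature, and read for fluorescence (ex 380 nm, em 535 nm). Competitive displacement was fitted with a four-parameter Hill equation.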
# BLM inh – Bloom syndrome helicase (human) inhibition; AID 2528; 350,000 compounds, 0.2% hits; P54132; recombinant BLM DNA unwinding, fluorescence dequenching; Potency, µM (top dose mostly 56.1 µM), inactives show top-dose activity change, negative = inhibition, most hits filed as inhibitors;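 note: potency is the fitted concentration of half-maximal effect; plate controls were vehicle for no effect and no enzyme for full effect; nearly all actives have a fitted effect of over 35% in size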
# APE1 inh – inhibitors of human APE1 endonuclease | 350,000 compounds, 0.35% hits | recombinant APE1, TAMRA/BHQ-2 abasic DNA cleavage fluorescence | P27695 | Potency, µM (titrated, usually from 65.8 µM), inactives show at the top dose activity change, negative = inhibition, hits mostly inhibitors;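 note: potency is the fitted concentration of half-maximal effect; plate controls were vehicle for no effect and reference inhibitor for full effect; nearly all actives have a fitted effect of over 55% in size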
#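 Enzyme (0.75 nM final) and test compound are incubated 15 min at room temperature before adding 50 nM quenched THF abasic-site duplex. Cleavage dequenches TAMRA, followed at 525/598 nm over three reads one minute apart.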
# 12-LOX inh – blocks human arachidonate 12S-lipoxygenase; P18054; purified 12hLO, xylenol orange hydroperoxide absorbance; Potency, µM (top dose mostly 108 µM), for inactives: top-dose activity change, negative = inhibition, most hits filed as inhibitors; 580,000 compounds, 1.1% hits; AID 1671190; note: potency is the fitted concentration of half-maximal effect; % is set by controls: 0 for no effect and ±100 for the full control effect
#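 Hydroperoxide product was detected by ferrous iron/xylenol orange as the 573 to 405 nm absorbance ratio. Arachidonic acid at 40 uM (final) was turned over for 30 min at room temperature by 150 nM human 12hLO, pH 7.0 Hepes buffer, after 15 min compound preincubation.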
# TRHR ag – agonists of human TRH receptor; TRHR cells, calcium flux fluo-8, FDSS agonist mode; activation, % at 2 µM; 360,000 compounds, 0.18% hits; in the data active = activation above about 30%; note: 0% is about no effect
#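 Steps: seed TRHR cells overnight; add fluo-8 no-wash Ca dye, RT 30 min–1.5 h; record 10 s baseline; pin-transfer compounds; monitor fluorescence 1 cycle/s for the agonist window. Calcium increases flag candidate agonists.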
# Pol beta inh – blocks human DNA polymerase beta activity; P06746; Pol beta primer extension/strand displacement, fluorescence kinetic; Potency, µM (titrated, usually from 114 µM), for the others: at the top dose activity change, negative = inhibition, most hits filed as inhibitors; 340,000 compounds, 1.3% hits; AID 485314; note: potency is the fitted concentration of half-maximal effect; % is set by controls: 0 for no effect and ±100 for the full control effect
#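 Enzyme-only controls used 10 nM Pol beta; buffer lacking enzyme served as negative control. Compound preincubated 15 min, then 50 nM substrate added; 0 and 10 min reads at room temperature.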
# Pol kappa inh – DNA polymerase kappa (human) inhibition; Potency, µM (series often up to 107 µM), without a hit: at the top dose activity, negative = inhibition, usual class: inhibitors; Q9UBT6; AID 588579; purified Pol kappa, fluorescent DNA synthesis assay, 10 min; 400,000 compounds, 0.53% hits; note: potency is the fitted concentration of half-maximal effect; % is set by controls: 0 for no effect and ±100 for the full control effect
#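 First, compounds were pin-transferred onto 10 nM Pol kappa. After 15 min at room temperature, substrate was added to 50 nM final. Fluorescence was then measured kinetically at 0 and 10 min.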
# Pol iota inh – blocks human DNA polymerase iota activity. Pol iota fluorescent replication assay, 10 min. Potency, µM (highest dose often 115 µM), without a hit: at the top dose activity, negative = inhibition, actives largely listed as inhibitors. 390,000 compounds, 1% hits; note: potency is the fitted concentration of half-maximal effect
# Target sequence (Q9UNA4 whole entry, looked up): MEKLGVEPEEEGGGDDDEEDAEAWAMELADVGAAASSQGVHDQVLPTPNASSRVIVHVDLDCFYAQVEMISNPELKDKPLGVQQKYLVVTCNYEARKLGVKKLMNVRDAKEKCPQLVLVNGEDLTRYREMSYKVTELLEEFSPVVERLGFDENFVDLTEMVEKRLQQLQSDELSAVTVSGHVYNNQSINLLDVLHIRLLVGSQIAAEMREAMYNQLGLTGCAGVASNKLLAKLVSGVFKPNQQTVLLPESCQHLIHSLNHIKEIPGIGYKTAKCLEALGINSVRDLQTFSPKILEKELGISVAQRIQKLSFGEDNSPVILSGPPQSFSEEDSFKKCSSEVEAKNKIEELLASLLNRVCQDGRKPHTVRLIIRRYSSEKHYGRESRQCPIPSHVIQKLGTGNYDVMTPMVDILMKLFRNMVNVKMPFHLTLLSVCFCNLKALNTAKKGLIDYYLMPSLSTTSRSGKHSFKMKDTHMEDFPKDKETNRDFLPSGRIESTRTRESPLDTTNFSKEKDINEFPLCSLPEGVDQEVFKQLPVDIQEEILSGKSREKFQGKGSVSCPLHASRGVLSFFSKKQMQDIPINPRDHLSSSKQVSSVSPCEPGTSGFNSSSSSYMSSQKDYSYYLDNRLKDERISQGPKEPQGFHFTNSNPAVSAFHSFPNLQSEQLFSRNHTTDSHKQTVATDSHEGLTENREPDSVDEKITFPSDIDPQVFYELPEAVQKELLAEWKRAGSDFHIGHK
#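 Fluorescent replication assay read twice, at 0 min and 10 min after adding 50 nM (final) substrate. Enzyme (10 nM) and compounds were first incubated 15 min at room temperature; enzyme-free buffer wells were negative controls.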
# * marks the source's active call; other numbers are inactive results; ? = inconclusive; . = not tested or not shown; & = joins results of further samples; [ ] = remark or other dose. Unless noted, calls come from the whole dose curve; as a rule, active = well fitted curve in the direction sought with a large enough effect; inconclusive = small, poorly fitted or top-dose-only effect, or another doubt; inactive = no such curve, though single readings can be large; an effect the other way counts as inactive or inconclusive. This is a subset; the hit share may differ from the screen's.
SMILES,ERG Ets-DNA blk,Apoferritin bind,BLM inh,APE1 inh,12-LOX inh,TRHR ag,Pol beta inh,Pol kappa inh,Pol iota inh
CCCn1c(-c2ccc[nH]c2=O)nc2cc(C)c(C)cc21,-2%,-8%,0%,-1%,4%,-0.8,5%,-1%,15%
CN(Cc1ccccc1)C(=O)c1ccc(COc2ccccc2)cc1,-18%,-19%,-5%,4%,9%,0.6,33%,-16%,110%[activator]
Cc1ccc(CCNC(=O)CSCc2nc(-c3ccc(C)cc3)oc2C)cc1,2%,-13%,-6%,.,?,1.0,-24%,3%,10%
CCn1c(C(=O)N2CCC(C(=O)N3CCN(c4cccc(C)c4C)CC3)CC2)cc2sccc21,-2%,51%[activator],-17%,.,-1%,0.3,15%,-2%,-7%
Nc1ncnc2c1C(c1ccccc1)c1c(ccc3ccccc13)O2 (stereo not given),.,.,.,-3%,-4%,.,.,0%,-9%
CCN(CC(=O)Nc1ccc(OC)cc1)C(=O)c1cc2c(s1)CCCCC2,2%,.,.,6%,-20%,-1.3,.,-13%,1%
COc1ccc(N2CCN(C(=O)C3CCN(S(=O)(=O)c4ccc(C)cc4)CC3)CC2)cc1,0%,-6%,-13%,-5%,?,1.0,0%,0%,11%
CSc1ncccc1C(=O)OCC(=O)N(C)C1CCS(=O)(=O)C1 (stereo not given),-22%,-6%,0%,1%,373%[activator],0.3,18%,-7%,2%
C[C@@H]1CC[C@]2(C(=O)O)CC[C@]3(C)C(=CCC4[C@@]5(C)C[C@@H](O)[C@H](O)[C@@](C)(CO)C5[C@H](O)C[C@]43C)C2[C@H]1C (stereo not given in full),.,-11%,-13%,5%,.,.,.,-15%[60.1 µM],.
CCC(C)(C)NC(=O)C(c1ccc(C)o1)N(Cc1ccc2c(c1)OCO2)C(=O)c1snc(C(N)=O)c1N (stereo not given),0%,-3%,-4%,45%[12.4 µM],-3%,-0.8,-2%,1%,73%[activator]
COc1ccc(OC)c(NC(=O)CSC2=Nc3ccccc3C3=NC(CCC(=O)NCc4ccccc4)C(=O)N23)c1 (stereo not given),-1%,2%,2%,.,-21%,-0.8,3%,-6%[60.1 µM],-5%
COC(=O)c1ccc(CSc2n[nH]c(=S)s2)o1,1%,-7%,-2%,0%,16µM*,-0.1,6%,-1%,-13%
CCNS(=O)(=O)c1ccc(CCC(=O)NCCc2ccc(OC)cc2)cc1,13%,-6%,0%,-4%,-1%,-0.2,-1%,-4%,40%[activator]
CCCCCC(=O)Nc1ccc(Cc2ccncc2)cc1,14%,-12%,-2%,-8%,1%,-0.8,1%,-2%,8%
CN(C)c1ccc(CNC(=O)C2CCCN(S(=O)(=O)c3ccc4c(c3)CCCC(=O)N4)C2)cc1 (stereo not given),5%,4%,0%,.,-16%,-1.2,11%,-14%,-1%
COc1ccc(/C=C/C(=O)NC(=S)NNC(=O)c2cccnc2)cc1OC,2%,-4%,2%,-3%,0%,-0.3,2%,-5%,16%
COc1cccc(-c2cc(C(=O)N3CCN(Cc4ccccc4)CC3)no2)c1,-8%,-11%,-6%,-7%,6%,0.5,5%,0%,2%
CC1(C(=O)NCc2cccnc2)CCC(=O)N1CCc1ccccc1 (stereo not given),-7%,1%,-8%,-14%,?,-1.2,55%,11%,-5%
Oc1ccc(/C=N/n2cnn(Cc3ccccc3Cl)c2=S)c(O)c1,-1%,-19%,-4%,1%,?,2.9,-1%,-7%[60.1 µM],2%
COc1cc(NC(=O)CCN2CC(C)OC(C)C2)cc(OC)c1 (stereo not given),-9%,-2%,1%,39%,65%[activator],0.0,1%,3%,160%[activator]
Cc1ccc(OCc2ccc(C(=O)N3CCOCC3)cc2)cc1C,.,3%,-4%,-4%,?,-0.1,0%,-11%,-14%
CCOC(=O)C1CCC(CN(Cc2ccc(Cl)cc2)S(=O)(=O)c2cc(Cl)cc(Cl)c2)CC1 (stereo not given),5%,11%,-8%,.,-4%,1.5,?,-5%[60.1 µM],-6%
CCc1nc(SCC(=O)Nc2ccccc2)c2c(=O)n(C)c(=O)n(C)c2n1,-13%,0%,-5%,16%,-3%,0.0,25%,?,14%
CN(C(=O)c1ccc(C#N)cc1)c1nnc(-c2ccccn2)s1,2%,0%,-11%,1%,0%,-0.4,1%,6%,-7%
O=C(CNc1ccc(Cl)cc1)c1ccc(Br)cc1,-1%,-14%,-3%,18%,-33%,0.0,60%,-11%,171%[activator]
CCn1c(-c2csc(C(C)C)c2)n[nH]c1=S,5%,6%,3%,-5%,?,-0.8,8%,-12%,15%
CN(C)c1nc(N)nc(CSc2nnnn2-c2ccccc2)n1,2%,-6%,1%,-3%,28%,-2.0,2%,-15%,?
CCCCC(CC)CNC(=O)CCS(=O)(=O)c1cccc2nsnc12 (stereo not given),5%,-23%,-3%,-2%,0%,-0.8,26%,-4%,?
CC1CCN(Cc2ccc(NC(=O)CC3Oc4ccccc4NC3=O)cc2)CC1 (stereo not given),3%,-15%,6%,1%,2%,0.5,29%,-11%,5%
Cc1cc(C)n(-c2ccc3nncn3n2)n1,-4%,-10%,0%,8%,-4%,0.7,58%,-1%,49%[activator]
Cc1ccc(NC(=O)c2ccc(CNS(=O)(=O)c3ccc4c(c3)C(C)(C)C(=O)N4C)cc2)cc1C,-14%,?,-7%,.,-26%,0.1,0%,-4%,-3%
Cc1c(-c2ccc(Cl)cc2)[n+](=O)c(-c2ccccc2)cn1[O-],-5%,-5%,-1%,6%,-21%&0%,0.4,5%,4%,27%
CCOc1ccc(-c2nnc(SCC(=O)NC3CCCCC3)nc2-c2ccc(OCC)c(OC)c2)cc1OC,2%,-12%,2%,.,8%,-0.4,-11%,-2%[60.1 µM],24%
COc1ccc(C(=O)C2CCN(S(=O)(=O)c3ccc4c(c3)OCCO4)CC2)cc1,13%,-16%,-3%,9%,4%,0.5,20%,-6%,-6%
C=CCSc1nc2ccccc2n2cnnc12,5%,-6%,-1%,7%,.,-0.1,21%,-11%,9%
Nc1ccn(-c2ccccc2)c(=O)c1,-4%,-8%,0%,-5%,17%,0.8,-12%,-10%,-9%
Cc1csc(N2CCN(c3cc4c(cc3Cl)nc(-c3ccncc3)n4CCCN3CCCC3)CC2)n1,2%,-12%,-1%,-4%,-18%,0.5,12%,-6%,2%
O=C(CCS(=O)(=O)Cc1ccccc1)Nc1nnc(C(F)(F)F)s1,0%,-4%,-4%,29%,6%,0.6,26%,3%,-4%
Cc1ccc(C(=O)N2CCNC(=O)C2CC(=O)Nc2ccc(F)cc2)cc1C (stereo not given),14%,-10%,-2%,20%,-7%,-0.5,16%,2%,83%[activator]
Cc1cc(C)c2nc(N3CCCC(C(=O)N4CCC(C(N)=O)CC4)C3)sc2c1 (stereo not given),-14%,-7%,0%,1%,12%,-0.7,-27%,0%,40%

# A few values from the results shown.
# For BLM inh, Cc1cc(C)n(-c2ccc3nncn3n2)n1 has the entry 0%
# For Pol iota inh, Cc1ccc(C(=O)N2CCNC(=O)C2CC(=O)Nc2ccc(F)cc2)cc1C (stereo not given) has the entry 83%[activator]

# Next section
SMILES,ERG Ets-DNA blk,Apoferritin bind,BLM inh,APE1 inh,12-LOX inh,TRHR ag,Pol beta inh,Pol kappa inh,Pol iota inh
CC(Oc1ccccc1)C(=O)OCC(=O)NC(=O)NCc1ccco1 (stereo not given),10%,-20%,-1%,-6%,0%,-1.4,?,-7%,?
Fc1cnc(N2CCOCC2)nc1N1CCOCC1,2%,-1%,0%,0%,4%,0.1,0%,3%,41%[activator]
CC1=NNC(=O)c2ccccc2O1,-3%,-3%,-12%,0%,0%,0.4,1%,9%,-26%
COc1ccc(C(=O)c2oc3ccccc3c2NC(=O)c2nc(SC)ncc2Cl)cc1Cl,0%,5%,0%,.,-16%,0.2,-9%,0%,10%
CCN1C(=O)CC2CCCC1C2 (stereo not given),-2%,.,.,.,-1%,.,.,-8%,-2%
COc1cc(-c2csc(NC3CCCCC3)n2)cc(OC)c1OC,4%,-20%,-8%,13%,?,-0.8,23%,-8%,?
CCCCCC/C(=N/O)c1ccccn1,-4%,?,-4%,9%,-8%,-0.6,0%,-2%,9%
Cc1ccc(C2CC2c2n[nH]c(=S)n2-c2cccc(C)c2)cc1 (stereo not given),-3%,-18%,-7%,-3%,?,-0.7,0%,-15%,86%[activator]
CCOC(=O)C1CCCN(C2CCN(Cc3nc(Cc4ccccc4)no3)CC2)C1 (stereo not given),0%,4%,-3%,3%,479%[activator],0.9,7%,-10%,77%[activator]
COCCCn1c(SCC(=O)NC2CCCCC2)nc2ccccc2c1=O,3%,-5%,1%,3%,9%,-0.7,51%,-7%,126%[activator]
O=C(CSc1nnc(CNC(=O)c2ccccc2)n1-c1ccc(F)cc1)Nc1ccccc1F,?,-3%,-6%,.,-19%,0.1,19%,-2%,-23%
O=[N+]([O-])c1cccc(C(=S)N2CCN(c3ccc(F)cc3)CC2)c1,2%,-23%,-8%,-3%,-11%,-0.1,-7%,-3%,-22%
CC(=O)Nc1ccc(S(=O)(=O)Nc2nc3ccccc3nc2Cl)cc1,1%,0%,-3%,24%,.,0.1,1%,6%,-10%
COc1cc(C=O)ccc1OC(=O)c1cccnc1,2%,-3%,-9%,37%,11%,-0.8,-18%,-10%,-6%
